# CAL PDZ FP-1 – inhibitors of human CAL PDZ peptide binding | hit rate 0.92% among 300,000 | AID 602252 | purified CAL PDZ, TMR-peptide fluorescence polarization, 1 h | inhibition, % at 24.9 µM | Q9HD26;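 active = mean inhibition of at least 30% with at least half of replicates also reaching 30%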;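 note: 0% = DMSO neutral control and 100% = excess unlabeled competitor peptide PRC23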
# Cardiac RTF inh – cardiac RTF calcium desensitization; P19429+P45379; IANBD-labeled cardiac RTF, Ca2+ fluorescence; inhibition, % at 7.15 µM; hit rate 0.12% among 340,000; AID 493244;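 active = inhibition above the mean inhibition of all tested compounds plus 3 SD, cut at about 17% in these data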;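 note: assay run at fixed EC70 calcium of 1.6 mM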
# DAGLB inhibitor – blocks human DAGLB lipase activity. Q8NCG7. HEK293T DAGLB membrane lysate, EnzChek fluorogenic substrate. inhibition, % at 5.17 µM. hit rate 0.059% among 340,000. AID 504411; in the data active = inhibition above about 34%;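 note: 0% = enzyme with vehicle and 100% = wells lacking enzyme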
# Target sequence (Q8NCG7 whole entry, looked up): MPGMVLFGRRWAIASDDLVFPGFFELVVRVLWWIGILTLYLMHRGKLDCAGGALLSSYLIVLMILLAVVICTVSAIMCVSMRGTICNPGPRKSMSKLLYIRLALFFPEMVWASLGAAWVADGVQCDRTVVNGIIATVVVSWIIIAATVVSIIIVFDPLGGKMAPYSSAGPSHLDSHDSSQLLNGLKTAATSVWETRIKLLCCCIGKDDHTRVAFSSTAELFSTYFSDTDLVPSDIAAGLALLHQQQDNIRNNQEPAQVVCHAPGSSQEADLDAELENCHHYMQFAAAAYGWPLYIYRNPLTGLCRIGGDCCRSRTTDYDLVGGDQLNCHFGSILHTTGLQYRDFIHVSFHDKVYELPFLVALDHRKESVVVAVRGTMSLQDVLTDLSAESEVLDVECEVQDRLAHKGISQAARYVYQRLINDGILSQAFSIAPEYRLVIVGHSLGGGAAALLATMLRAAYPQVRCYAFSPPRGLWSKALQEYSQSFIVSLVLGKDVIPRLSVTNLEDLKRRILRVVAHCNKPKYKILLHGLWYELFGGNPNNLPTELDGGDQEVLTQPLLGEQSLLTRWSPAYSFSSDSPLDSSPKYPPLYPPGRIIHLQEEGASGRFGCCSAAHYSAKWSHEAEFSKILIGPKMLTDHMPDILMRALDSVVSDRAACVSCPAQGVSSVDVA
# CAL PDZ FP-2 – human CAL PDZ-peptide interaction inhibition; purified CAL PDZ, TMR-peptide fluorescence polarization, 1 h; inhibition, % at 20 µM; hit rate 0.02% among 330,000; AID 504414;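 active = highest replicate inhibition of at least 40%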;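 note: plate controls were DMSO neutral control wells for no effect and unlabeled competitor peptide control wells for full effect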
#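 material = purified tagged CAL PDZ domain construct (CerCALP) | compound dosing = 20 µM, one dose | times = 1 h at RT | measured by = fluorescence polarization from S- and P-plane intensities, G-factor corrected | read-out = inhibition from polarization loss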
# NSD2 inh – blocks human histone methyltransferase NSD2; NSD2 peptide methylation, AlphaScreen, 120 min; inhibition, % at 12.5 µM; hit rate 0.54% among 310,000; in the data active = inhibition above about 50%
# Arrestin-AP2 inh – human beta-arrestin and AP2 interaction inhibition; FITC-arrestin peptide / GST-AP2 beads, flow cytometry; AP2 beta2 appendage carries R879A mutation; inhibition, % at 10 µM; hit rate 0.31% among 340,000;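 active = inhibition above a set limit, near 3 SD of compounds lacking own fluorescence, cut at about 54% in these data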;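 note: plate controls were DMSO wells for no effect and 5 µM unlabelled arrestin peptide for full effect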
#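 System: GST-tagged AP2 beta2-adaptin appendage (R879A) on 4 µm glutathione beads / Reagent: FITC-arrestin peptide, 50 nM / Detection: HyperCyt-sampled flow cytometry, FL1 channel, ex 488/em 535 nm / Timing: 12 min plus 1 h, RT / Buffer or medium: PBS plus Tween 20 (0.05%) and BSA (0.1%)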
# LANA DNA inh – inhibitors of KSHV LANA C-terminal domain DNA binding; MBP-C-LANA/FAM-LBS DNA binding, fluorescence polarization; inhibition, % at 9 µM; hit rate 0.078% among 340,000;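 active = highest replicate inhibition at or above 60% at 9 µM, even if other replicates fall short; inactive = all replicates below 60% inhibition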;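 note: 0% = neutral control wells and 100% = 4 µM acridine orange control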
# Keap1-Nrf2 PPI – inhibitors of human Keap1-Nrf2 protein-protein interaction. Keap1 Kelch-Nrf2 peptide fluorescence polarization, 1536-well. AID 504523. inhibition, % at 9.4 µM. hit rate 0.15% among 340,000. Q14145; in the data active = inhibition above about 12%;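 note: human Keap1 Kelch domain with fluorescein labeled Nrf2 9mer peptide probe; 0% = neutral control wells and 100% = peptide positive control; higher means more block of Keap1 binding to Nrf2 peptide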
# DSG3 Ab inh – human desmoglein-3 autoantibody binding inhibition; AID 588358; hit rate 0.48% among 310,000; binding (percent of control), % at 10 µM; DSG3-coupled beads, scFv-anti-DSG3-GFP binding, flow cytometry; active compounds read low;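 active = binding more than 3 SD below its plate's average and above zero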;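 note: hits lower antibody fragment binding to DSG3; some compounds called inactive have numbers as strong as hits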
# V-ATPase pH – alters yeast V-ATPase proton transport; S. cerevisiae, pHLuorin cytosolic pH fluorescence; response, % at 10 µM; hit rate 0.37% among 350,000; AID 504577; in the data active = response mostly above about 7.3%, no sharp cut-off; inactive = mostly below about 5.4%; note: actives read high; inactives centre near 0; some compounds called inactive have numbers as strong as hits; reference of the scale not given here
# Active calls of the source: *; nt = no result given; & = joins results of further samples. A portion of the library; rates above refer to the full screens.
SMILES,CAL PDZ FP-1,Cardiac RTF inh,DAGLB inhibitor,CAL PDZ FP-2,NSD2 inh,Arrestin-AP2 inh,LANA DNA inh,Keap1-Nrf2 PPI,DSG3 Ab inh,V-ATPase pH
C=CCSc1nc(C)cc(C(=O)OCC)c1C#N,nt,-8,-5,-0.9,16,2,1.4,-5,112,-1
Cc1ccc(S(=O)(=O)Nc2ccccc2N=Cc2c(F)c(F)c(F)c(F)c2F)cc1,-1,-1,-5,0.7,-2,0,1.7,-1,102,-1
CCC(=O)NC(=S)Nc1cc(C(=O)O)ccc1OC,2,-7,1,-0.5,41,9,-0.4,-1,101,5
COc1ccc(CC(=O)NCc2cccc(CNC(=O)Cc3ccc(OC)c(OC)c3)c2)cc1OC,-1,-3,0,-0.2,-2,-11,0.4,2,106,3
CCOc1ccc(OCC(=O)Nc2ccc(OC)cc2)cc1,1,-14,-4,-0.9,0,10,-0.3,-4,nt,-4
CCCc1nnc(NC(=O)C(C)N2C(=O)C3C4C=CC(C4)C3C2=O)s1 (configuration not stated),-3,-2,-2,-0.9,-6,17,0.4,-2,96,-3
COc1ccc2nc(NNC(=O)C3COc4ccccc4O3)sc2c1 (configuration not stated),nt,-9,1,-0.8,nt,6,1.5,0,109,0
CC(NCc1ccccc1Cl)C(=O)Nc1ccc(S(=O)(=O)N2CCCC2)cc1 (configuration not stated),-4,4,-2,-0.7,0,48,1.7,5,116,6
CC(=O)c1cc(C(=O)Nc2ccccc2C(=O)O)oc1C,nt,-1,0,-0.7,0,16,16,2,96,-1
CCOc1cc(C)c(S(=O)(=O)Nc2ccc(Cl)cn2)cc1C,-5,-5,0,-0.1,0,5,-0.7,-2,nt,5
Cc1cccc(-c2nnc(SCC(=O)N3CCCC3)o2)c1,1,-12,0,0.0,-3,24,-0.1,2,nt,-3
CN=CC1=C(O)C(C(=O)OC)C(C)(C)CC1=O (configuration not stated),2,-7,-1,-3.0,2,-10,-0.7,3,99,-1
CCN1CCN(Cc2ccc(NC(=O)c3ccc(C)c(NC(=O)C[C@@H]4NC(=O)[C@H](Cc5ccccc5)NC4=O)c3)cc2C(F)(F)F)CC1,-2,-36,4&0,0.7,nt,-8,-0.6,-4,110&98,0&1
CCOc1ccccc1OCCOc1ccccc1CC,4,0,-18,-1.0,-3,3,0.2,3,117,3
COc1ccc(NS(=O)(=O)c2ccc3ccccc3c2)c2ncccc12,-1,-1,-1,-2.1,1,15,1.9,1,111,4
COc1ccc(OC2CCN(S(=O)(=O)c3ccc(OC)cc3)CC2)cc1,-5,1,-6,-2.1,22,-5,13,1,101,2
CCCN(c1ccc(C(C)C)cc1)S(=O)(=O)c1c(C)[nH]c(=O)[nH]c1=O,0,-7,4,nt,5,28,-1.0,1,101,4
COc1ccc(NC(=S)N/N=C2/CCCc3c(C)cc(C)cc32)cc1,nt,-7,-6,-0.3,-2,12,-0.6,-2,-6.5*,0
CCOc1ccc(N2C(=O)CC(NNc3nc4ccccc4s3)C2=O)cc1 (configuration not stated),-5,-5,-2,-1.4,-1,23,-0.4,3,nt,0
CCC(=O)Nc1nnc(C(C)(C)C)s1,2,1,-4,0.6,1,-6,-0.6,-7,103,1

# Structures listed so far that contain a Cl atom (two):
SMILES,CAL PDZ FP-1,Cardiac RTF inh,DAGLB inhibitor,CAL PDZ FP-2,NSD2 inh,Arrestin-AP2 inh,LANA DNA inh,Keap1-Nrf2 PPI,DSG3 Ab inh,V-ATPase pH
CC(NCc1ccccc1Cl)C(=O)Nc1ccc(S(=O)(=O)N2CCCC2)cc1 (configuration not stated),-4,4,-2,-0.7,0,48,1.7,5,116,6
CCOc1cc(C)c(S(=O)(=O)Nc2ccc(Cl)cn2)cc1C,-5,-5,0,-0.1,0,5,-0.7,-2,nt,5

# (further entries)
SMILES,CAL PDZ FP-1,Cardiac RTF inh,DAGLB inhibitor,CAL PDZ FP-2,NSD2 inh,Arrestin-AP2 inh,LANA DNA inh,Keap1-Nrf2 PPI,DSG3 Ab inh,V-ATPase pH
CC(C)CNC(=O)NC(=O)COC(=O)C1CSC2(c3ccc(F)cc3)CCC(=O)N12 (configuration not stated),-3,-2,0,0.0,-2,9,0.0,-3,107,1
CC(C)OC(=O)CSc1nc2ncc(Cl)cc2[nH]1,-2,4,-2,0.9,-1,4,0.5,-3,95,-5
CCOC(=O)[C@H]1[C@H]2COc3ccc(OC)cc3[C@@H]2N2C(=O)CN(CC3CCCO3)C(=O)[C@@]12C (some centres not stated),2,1,-1,-0.3,nt,5,1.7,-3,101,-1
CCn1nc(C)cc1-c1n[nH]c(=S)n1N,-5,7,1,-0.4,0,-6,-1.2,-4,96,5
COc1ccc(C2/C(=C(/O)c3ccc4c(c3)CC(C)O4)C(=O)C(=O)N2CCCn2ccnc2)cc1 (configuration not stated),nt,-8,1,-0.7,-1,15,0.9,-1,101,0
Cc1ccc(-c2csc(NC(=O)/C=C/c3cccs3)n2)cc1C,-3,-1,2,-2.8,0,-5,2.5,0,85,2
CC1CCCC(C)N1C(=O)COC(=O)CNC(=O)c1ccccc1 (configuration not stated),3,0,3,1.0,3,-2,-0.8,-1,nt,-3
CCOC(=O)N1CCC(Nc2ncnc3c2cnn3-c2ccccc2)CC1,nt,-5,0,-3.0,nt,19,-1.7,3,101,0
COc1cc(/C=C2/C(=N)N3N=C(C(C)C)SC3=NC2=O)ccc1OS(=O)(=O)c1ccccc1,-1,9,5,-0.7,17,2,0.7,-3,101,6
CCNC(=S)N/N=C(\C)c1ccc(Cl)s1,-3,-8,1,-0.7,0,0,1.3,-6,93,4
O=C(O)c1cccc(Nc2nc(-c3cccnc3)nc3ccccc23)c1,0,-7,2,-2.3,1,nt,-1.6,-8,97,-3
Cc1cc(NC(=O)CSc2n[nH]c(=O)[nH]c2=O)ccc1Br,4,-2,0,-1.0,0,-1,-1.2,-1,109,0
CCc1cc2c(=O)[nH]c(-c3ccccn3)nc2s1,-1,-1,1,-1.6,0,-1,2.0,-6,100,-1
CC1(C)CC(=O)C(C(C2=C(O)CC(C)(C)CC2=O)c2ccc(Br)s2)C(=O)C1 (configuration not stated),-5,-4,5,0.4,4,-3,0.2,-1,103,5
Cn1c(C(=O)N2CCC(C(N)=O)CC2)cc2cc(Cl)ccc21,-2,-6,-5,5.4,6,-2,0.5,5,113,3
CCOc1ccc(C(=O)NCC(=O)OCC(=O)Nc2ccccc2OCC)cc1,0,-5,-2,nt,-5,-2,0.5,2,104,1
Cn1ccs/c1=N\S(=O)(=O)c1ccc(F)cc1,-6,5,-1,-1.6,-1,-1,-1.1,-2,101,-2
Cc1nc(N(C)Cc2ccccc2)c2nnn(Cc3ccccc3)c2n1,-1,-1,-8,-1.4,-4,0,2.3,-5,nt,0
CCCn1c(SCC(=O)Nc2cc(S(=O)(=O)N3CCOCC3)ccc2OC)n[nH]c1=O,-1,6,-1,-7.2,0,7,0.3,2,101,2
CCN(CC(=O)Nc1cc(Cl)ccc1OC)CC(=O)NC1CCS(=O)(=O)C1 (configuration not stated),-1,-6,-3,-1.5,-1,4,1.1,-4,92,-2
O=C(CCSc1nnnn1-c1ccccc1)N1CCOCC1,-4,-7,0,nt,1,1,-0.2,-3,98,2
COC(=O)c1ccc(C2/C(=C(/O)c3ccc(OC)cc3)C(=O)C(=O)N2c2cc(C)on2)cc1 (configuration not stated),-2,-12,1,-3.3,0,1,0.3,-1,102,2
O=C(CCNS(=O)(=O)c1c(Cl)cccc1Cl)OCC(=O)c1ccccc1F,-6,-1,-8,-0.8,-6,26,-0.7,-3,103,1
CN(C)CCn1c(COc2ccccc2)nc2ccccc21,1,-6,0,-0.4,10,-7,-1.1,2,105,-2
CCOC(=O)C1(C)C=C(Nc2ccc(OCC)cc2)C(=O)N1c1ccccc1 (configuration not stated),-2,4,2,-3.0,nt,0,0.4,-1,84,1
CCN(CC(=O)NCc1ccc(Cl)cc1)C(=O)c1cc2ccccc2o1,-1,-11,-2,-2.6,-8,4,-0.9,-4,99,-1
O=C(C1=C[C@@H](c2csc3ccccc23)C[C@@H](OCc2ccc(CO)cc2)O1)N1CCOCC1,4,-10,1,-0.7,nt,-3,1.4,-4,106,-1
COc1ccc(C(=O)NCCc2nnc(SCc3nc4ccccc4c(=O)[nH]3)n2C)cc1,0,9,-2,-1.0,-5,3,0.2,4,100,0
Cc1cccn2c(=O)c(/C=C(\C#N)C(=O)NCc3ccco3)c(N3CCCCC3)nc12,-4,-15,2,-3.8,3,-1,0.1,-1,99,5
CCOC(=O)c1c(NC(=O)COC(=O)c2cnc(C)cn2)sc(C(=O)N(C)C)c1C,-2,2,0,-2.2,2,22,-0.4,-2,104,-3
Cc1ccc2oc(=O)n(CCOc3ccccc3Cl)c2c1,-3,2,-6,-1.1,nt,4,1.2,-8,84,1
Cc1cccc(C(=O)N/N=C2\CS(=O)(=O)N(C)c3ccsc32)c1,-2,-13,2,-2.6,2,15,-0.1,3,96,2
COc1cccc(CN2CCN(Cc3ccc(OC)c(OC)c3)CC2CCO)c1 (configuration not stated),-3,-10,2,0.0,-1,-3,0.2,0,100,2
Cc1cc(C)nc(Sc2ccc(C=O)cc2[N+](=O)[O-])n1,0,-6,1,-1.3,-3,2,-0.5,-1,94,-1
COc1ccc(-c2cc(C)no2)cc1S(=O)(=O)N1CCN(c2ccccn2)CC1,-4,-3,-1,-2.6,1,-1,1.0,-3,98,2
Cn1c(=O)c2c(ncn2CC(O)CNc2cccc(Cl)c2)n(C)c1=O (configuration not stated),3,-2,0,-2.1,0,-20,-0.5,-1,119,1
Cc1cc(C)c(S(=O)(=O)n2ccc3ccccc32)c(C)c1,-1,7,-15,0.0,-2,46,2.6,-1,nt,1
Cc1cc(OCCCCN2C(=O)NC(C)(C)C2=O)cc(C)c1Cl,-1,-5,-4,-2.2,-2,-5,-0.6,-4,105,1
N=c1oc2ccc(Cl)cc2cc1C(=O)NC1CCCCCC1,-3,-1,3,-3.5,-1,-2,0.9,-9,111,-4
O=C1C(=Cc2cccs2)C(=O)c2ccccc21,3,7,4,-0.4,2,13,-0.1,3,96,-5
Cc1cc(C(=O)Nc2ccc(S(=O)(=O)N3CCCC3)cc2)cs1,0,-6,-2,nt,-1,5,-0.3,-2,108,-3
COc1ccc(C(=O)Nc2ccc(Cc3ccncc3)cc2)cc1Br,-1,7,1,-6.0,0,1,-0.2,-3,109,nt
CCCCNC(=O)c1cc2nc(-c3ccccc3)cc(C(F)(F)F)n2n1,-9,-2,-3,-0.2,-3,-7,-0.7,-1,100,-5
Cc1ccc(C(=O)N2CCCCC2)cc1NC1=C(Cl)C(=O)N(Cc2ccccc2)C1=O,-3,-1,0,-1.2,1,25,0.1,-3,nt,7
Nc1cccc(-n2cccc2)c1,4,-11,-2,-0.9,0,24,-1.4,2,100,-2
